Source: PubChem BioAssay
USP7 block – inhibitors of human USP7 deubiquitinase | purified USP7, Ub-rhodamine cleavage fluorescence | inhibition, % at 20 µM | actives 0.3% (n = 47,000) | AID 1645854
USP8 inh – human USP8 deubiquitinase inhibition; purified USP8, Ub-rhodamine cleavage fluorescence, 30 min; inhibition, % at 20 µM; actives 4.2% (n = 47,000); AID 1645853
USP17 inh – human USP17-like deubiquitinase inhibition. A8MUK1. purified USP17, Ub-rhodamine cleavage fluorescence, 3 h. inhibition, % at 50 µM. actives 6.5% (n = 47,000). AID 1645855
USP10 inh – human USP10 deubiquitinase inhibition. Q14694. actives 1.1% (n = 47,000). AID 1645856. purified USP10, Ub-rhodamine fluorescence, 60 min. inhibition, % at 20 µM
Target sequence (Q14694 whole entry, looked up): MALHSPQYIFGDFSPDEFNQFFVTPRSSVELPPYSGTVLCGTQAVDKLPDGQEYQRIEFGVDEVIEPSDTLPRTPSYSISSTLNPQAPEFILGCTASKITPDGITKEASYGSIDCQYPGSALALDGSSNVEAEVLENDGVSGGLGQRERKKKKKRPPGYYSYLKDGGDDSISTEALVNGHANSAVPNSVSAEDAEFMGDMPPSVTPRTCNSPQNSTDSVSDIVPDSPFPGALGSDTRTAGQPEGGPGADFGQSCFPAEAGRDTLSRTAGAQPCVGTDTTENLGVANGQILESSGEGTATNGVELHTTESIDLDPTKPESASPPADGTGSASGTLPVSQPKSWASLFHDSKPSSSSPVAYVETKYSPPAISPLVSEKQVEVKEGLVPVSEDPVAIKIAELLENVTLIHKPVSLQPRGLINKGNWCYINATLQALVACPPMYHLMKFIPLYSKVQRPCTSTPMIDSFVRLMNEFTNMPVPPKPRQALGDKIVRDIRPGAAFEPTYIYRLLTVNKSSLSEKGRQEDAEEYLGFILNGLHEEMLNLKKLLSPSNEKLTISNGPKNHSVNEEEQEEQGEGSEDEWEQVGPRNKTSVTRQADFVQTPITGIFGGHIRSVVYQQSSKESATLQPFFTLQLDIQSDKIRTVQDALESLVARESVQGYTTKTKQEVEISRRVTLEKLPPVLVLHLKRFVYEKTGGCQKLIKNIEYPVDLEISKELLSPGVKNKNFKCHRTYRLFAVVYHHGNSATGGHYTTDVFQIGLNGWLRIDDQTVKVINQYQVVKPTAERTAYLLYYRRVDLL
OTUD3 block – inhibitors of human OTUD3 deubiquitinase | Q5T2D3 | purified OTUD3, Ub-rhodamine fluorescence, 2 h | inhibition, % at 25 µM | actives 0.7% (n = 47,000)
USP30 block – human USP30 deubiquitinase inhibition; AID 1645860; inhibition, % at 25 µM; actives 5.3% (n = 47,000); purified USP30, Ub-rhodamine cleavage fluorescence
USP28 inh – inhibitors of human USP28 deubiquitinase; inhibition, % at 25 µM; AID 1645857; purified USP28, Ub-rhodamine cleavage fluorescence, 30 min; actives 3% (n = 47,000); Q96RU2
UCHL1 inh – blocks human UCHL1 ubiquitin-rhodamine cleavage; P09936; actives 0.2% (n = 47,000); purified UCHL1, Ub-rhodamine cleavage fluorescence; inhibition, % at 20 µM; AID 1645859
Target sequence (P09936 whole entry, looked up): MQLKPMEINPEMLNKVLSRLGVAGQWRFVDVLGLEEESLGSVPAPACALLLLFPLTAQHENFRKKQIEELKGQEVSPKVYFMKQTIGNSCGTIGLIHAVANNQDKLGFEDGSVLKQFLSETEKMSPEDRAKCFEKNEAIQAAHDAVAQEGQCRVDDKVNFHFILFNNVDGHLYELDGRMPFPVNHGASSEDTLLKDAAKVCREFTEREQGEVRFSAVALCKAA
Active calls of the source: *; i = inactive; / = no result given. Cut-off read from the data, not from the text of the source: active = inhibition above about 30%; inactive = the rest.

SMILES | USP7 block | USP8 inh | USP17 inh | USP10 inh | OTUD3 block | USP30 block | USP28 inh | UCHL1 inh
CCN1CCC2(CC1)OC(=O)C(C)=C2C(=O)Nc1ccc(F)cc1F | 4 | 15 | 5 | -4 | 5 | -3 | 2 | 0
Cn1c(NC(=O)c2ccccc2Cl)c(-c2ccccn2)c(=O)c2ccccc21 | -3 | -20 | -6 | -4 | -13 | -82 | -18 | -5
O=C(Nc1cnc(N2CCCCCC2)nc1)c1cc(F)cc(F)c1 | -66 | 0 | -2 | 0 | -2 | -33 | 0 | -1
Cn1cc(CN[C@H]2[C@H](O)[C@H](O)C[C@@H]2c2cncnc2)cn1 | -2 | 0 | -29 | 0 | 1 | -35 | 6 | 0
CC(C)N(C(=O)CSc1nc2ccc([N+](=O)[O-])cc2s1)C(C)C | 1 | 50* | / | -9 | -37 | -147 | -52 | 0
COc1cccc(CCN2C[C@H]3CCN(Cc4cccnc4)CC[C@H]3S2(=O)=O)c1 | 3 | 5 | -9 | 3 | 0 | 6 | 2 | 1
CC(=O)Nc1cc(NC(=O)CSc2nnc(-c3ccco3)c(-c3ccco3)n2)ccc1C | -81 | 73* | 46* | -3 | 14 | -103 | 3 | 16
O=C(Cc1cccc2ccccc12)N1CCC(Cc2ccccc2)CC1 | -2 | 10 | 20 | 17 | 19 | 44* | 4 | 5
Cc1ccc(C(=O)N2CCN(S(=O)(=O)c3c(C)nn(C)c3C)CC2)cc1 | 0 | 0 | 6 | 1 | 0 | -5 | -6 | -2
O=C(CCCC(=O)c1ccccc1)Nc1ccc(F)cc1 | -29 | -4 | 56* | 3 | -4 | 0 | 14 | 0
COc1ccc(C(=O)N2CCCC2c2nc(-c3ccccc3)n[nH]2)cc1 (stereo not drawn) | 2 | 1 | 0 | 1 | -1 | 8 | 0 | 1
CCOC(=O)c1c2ccc(OCc3ccc([N+](=O)[O-])cc3)cc2n2ccccc12 | 5 | 74* | 25 | 2 | 3 | 8 | 1 | 8
O=C(Nc1ccccc1Cl)c1cnc2sc3c(n2c1=O)CCCC3 | 5 | 0 | 12 | 6 | 28 | 25 | 11 | 3
COc1ccccc1CNC(=O)CCCCn1c(=O)c2ccccc2n(Cc2cc(=O)n3c(C)cccc3n2)c1=O | -3 | 45* | -32 | 0 | -18 | -93 | -25 | 7
COC(=O)c1ccc(NC(=O)CCc2nnc3ccc(N4CCOCC4)nn23)cc1 | 1 | 3 | 31* | 0 | 13 | 30 | 13 | 3
CN1C(=O)[C@H]2CN(S(C)(=O)=O)C[C@H]2C12CCN(C(=O)NCCc1ccccc1)CC2 | 3 | -21 | -3 | 3 | 12 | 1 | 5 | 0
CC(=O)Nc1ccc(NC(=O)c2sc3nc(-c4cccc([N+](=O)[O-])c4)cn3c2C)cc1 | 9 | 20 | 20 | 15 | 8 | -1 | 0 | 2
c1cc(N2CCOCC2)ncc1-c1noc(CN2CCCC2)n1 | 0 | -1 | -8 | -1 | -11 | 0 | -13 | 0
O=C(NCc1cc(=O)n2c(n1)CNCCC2)C1CC1 | 0 | -36 | -19 | -5 | -11 | -44 | -26 | -4
Cc1nn(-c2ccc(F)cc2)c(C)c1S(=O)(=O)Nc1ccc(C(N)=O)cc1 | -3 | -8 | -13 | 0 | -8 | -8 | -13 | 0
COc1cc(O)cc2c1C(=O)OC(C)CCCCCCC2 (stereo not drawn) | 24 | 9 | 40* | 38* | 6 | 37* | 24 | 1
COc1ccc(OC)c(NC(=O)C(Cc2c[nH]c3ccccc23)N2CCS(=O)(=O)CC2)c1 (stereo not drawn) | -18 | 16 | 4 | 0 | 10 | -15 | 0 | 5
COC(=O)c1cc2occc2n1CC(=O)Nc1ccccc1C(F)(F)F | 3 | 13 | 0 | 5 | 9 | 0 | 0 | 3
CCCC(=O)N1CCN(c2cc(N3CCCCC3)nc(C)n2)CC1 | 4 | -40 | 4 | 3 | 12 | 20 | 14 | 2
O=C1COc2ccc(NC(=O)N3CCN(c4ncc(C(F)(F)F)cc4Cl)CC3)cc2N1 | 9 | 10 | 16 | 4 | 16 | 26 | 19 | 3

Ordered by molecular weight (ascending): part of the list above.
SMILES | USP7 block | USP8 inh | USP17 inh | USP10 inh | OTUD3 block | USP30 block | USP28 inh | UCHL1 inh
O=C(NCc1cc(=O)n2c(n1)CNCCC2)C1CC1 | 0 | -36 | -19 | -5 | -11 | -44 | -26 | -4
COc1cc(O)cc2c1C(=O)OC(C)CCCCCCC2 (stereo not drawn) | 24 | 9 | 40* | 38* | 6 | 37* | 24 | 1
c1cc(N2CCOCC2)ncc1-c1noc(CN2CCCC2)n1 | 0 | -1 | -8 | -1 | -11 | 0 | -13 | 0
CCCC(=O)N1CCN(c2cc(N3CCCCC3)nc(C)n2)CC1 | 4 | -40 | 4 | 3 | 12 | 20 | 14 | 2
O=C(Cc1cccc2ccccc12)N1CCC(Cc2ccccc2)CC1 | -2 | 10 | 20 | 17 | 19 | 44* | 4 | 5
Cn1c(NC(=O)c2ccccc2Cl)c(-c2ccccn2)c(=O)c2ccccc21 | -3 | -20 | -6 | -4 | -13 | -82 | -18 | -5
CN1C(=O)[C@H]2CN(S(C)(=O)=O)C[C@H]2C12CCN(C(=O)NCCc1ccccc1)CC2 | 3 | -21 | -3 | 3 | 12 | 1 | 5 | 0
O=C1COc2ccc(NC(=O)N3CCN(c4ncc(C(F)(F)F)cc4Cl)CC3)cc2N1 | 9 | 10 | 16 | 4 | 16 | 26 | 19 | 3
COc1ccc(OC)c(NC(=O)C(Cc2c[nH]c3ccccc23)N2CCS(=O)(=O)CC2)c1 (stereo not drawn) | -18 | 16 | 4 | 0 | 10 | -15 | 0 | 5
COc1ccccc1CNC(=O)CCCCn1c(=O)c2ccccc2n(Cc2cc(=O)n3c(C)cccc3n2)c1=O | -3 | 45* | -32 | 0 | -18 | -93 | -25 | 7

Other entries
SMILES | USP7 block | USP8 inh | USP17 inh | USP10 inh | OTUD3 block | USP30 block | USP28 inh | UCHL1 inh
CC1(C(=O)NC2CCCC2)CN(S(C)(=O)=O)CC(=O)N1c1ccccc1F (stereo not drawn) | 0 | 1 | 5 | 1 | 2 | 5 | 1 | -3
COc1cc(OC)c(OC)cc1CN1CCC2(CC1)Nc1ccccc1C1=NCCN12 | 1 | -3 | -1 | -5 | 6 | 15 | 0 | -3
COc1cccc(C2CC(=O)Nc3c2sc(C(=O)O)c3-c2ccc(C)cc2)c1 (stereo not drawn) | 3 | 17 | 14 | 3 | 8 | 30* | 3 | -1
COc1ccc(-n2ccc(=O)c(-c3nc(-c4ccccc4F)no3)n2)cc1OC | 4 | 45* | 0 | -6 | 6 | -284 | 63* | 2
O=C(c1cnn2ccccc12)N1CCN(S(=O)(=O)/C=C/c2ccccc2)CC1 | 5 | 5 | 11 | 2 | 10 | 33* | 11 | 1
CCc1cccc(C)c1Nc1c(-c2ccc(NC(C)=O)cc2)nc2cnccn12 | 2 | -4 | -180 | -3 | -111 | i | -158 | 0
CCN(CC)C(=O)Cn1c(CN2CCCCCC2)nc2ccccc21 | -8 | 3 | -4 | -1 | -5 | -2 | -2 | -3
O=C(COC(=O)C1(c2ccc(Cl)cc2)CCCC1)Nc1ccc2c(c1)OCO2 | 15 | 36* | 8 | 16 | 29 | 48* | 19 | 9
O=C1CC(C(=O)Nc2ccc3c(c2)OCO3)n2ncnc2N1 (stereo not drawn) | 6 | -18 | -9 | 3 | 10 | 16 | 9 | 3
Cc1ccc(-n2nnc(C(=O)NC3CCCC3)c2N)cc1 | -6 | 21 | 5 | 0 | 12 | 19 | 6 | 3
CCN(CC)c1ncc2c(n1)CCC(C(=O)NC(C)c1cccnc1)C2 (stereo not drawn) | -2 | -15 | 6 | -6 | 11 | 5 | 15 | -1
COc1ccc(NC(=O)Cn2c(=O)n(CCC(=O)NC3CCCC3)c(=O)c3ccccc32)cc1Cl | -2 | -5 | 5 | 0 | 1 | 12 | 4 | 1
O=C(C1CC1)N1CC[C@@H]2Oc3ccccc3S(=O)(=O)N(Cc3ccccc3)[C@H]2CC1 | -24 | -87 | -37 | 2 | -4 | 2 | 0 | -2
CC(=O)N[C@@H]1CN(CC(=O)N2CCCCC2)C[C@H]1O | -2 | -15 | -21 | -6 | -7 | -31 | -16 | -4
COc1ccc(CN2CCN(C(=O)c3cccc4[nH]ccc34)CC2)cn1 | -5 | -5 | -24 | -6 | -21 | -69 | -18 | -5
CC1CCN(CCCN2C(=O)C3C(C(=O)Nc4cccc(Cl)c4)C4C=CC3(O4)C2C(=O)NC2CCCCC2)CC1 (stereo not drawn) | -44 | 0 | 0 | -6 | -7 | 1 | 0 | -1
Cc1cccc(OCCCSc2nc3ccc(C)cc3[nH]2)c1 | 14 | 4 | 22 | 19 | 15 | 24 | 28 | 11
COc1ccc(S(=O)(=O)Nc2ccccc2Cl)cc1C(=O)N1CCCCCC1 | 2 | 18 | 5 | 5 | 14 | 14 | 7 | 0
CC1Oc2ccc(NC(=O)c3cccc(NC(=O)c4cccs4)c3)cc2NC1=O (stereo not drawn) | 4 | -16 | 38* | 2 | -15 | -4 | 1 | 3
O=C(NCc1ccccc1F)c1nnn(-c2ccccc2)n1 | 3 | 8 | 0 | 1 | 2 | 14 | 5 | 3
O=c1[nH]c2c(-c3ccccn3)nsc2c(=O)n1Cc1ccccn1 | -10 | -13 | -32 | -6 | -21 | -165 | -37 | -6
COc1cc2c(cc1OC)CN(C(=O)CCS(=O)(=O)c1ccc(Cl)cc1)CC2 | -3 | 76* | 32* | -2 | -20 | -70 | -4 | 0
Cc1ccc(NC(=O)CCS(=O)(=O)c2ccc3c(c2)CC(=O)N3C)c(C)c1 | 2 | 12 | 11 | -1 | 12 | 4 | 15 | 2
Cc1nccn1Cc1noc(C2CCCCC2)n1 | 3 | -3 | 3 | 0 | 7 | 17 | 11 | 1
Cc1c(C(=O)OC(C)C)oc2c1C(=O)CC(c1ccccc1F)C2 (stereo not drawn) | -45 | 6 | 11 | 4 | -2 | 9 | -3 | -1
Next section
SMILES | USP7 block | USP8 inh | USP17 inh | USP10 inh | OTUD3 block | USP30 block | USP28 inh | UCHL1 inh
Cc1ccc(NC(=O)C2CCN(S(C)(=O)=O)c3ccccc3O2)cc1 (stereo not drawn) | 4 | 15 | 7 | 4 | 11 | 23 | 13 | 2
O=C(C1CCN(c2nc3cccnc3s2)CC1)N1CCCCC1 | -11 | 5 | 0 | 0 | -3 | 12 | -4 | 1
CCCN1CCN(C(=O)C2CCN(c3nc4cccnc4s3)CC2)CC1 | -7 | -8 | -1 | -1 | -7 | 8 | -7 | -8
CCc1cc(C(=O)Nc2cc(C)ccc2O)no1 | 1 | 4 | / | 0 | -3 | -6 | 1 | 0
O=C1COc2ccccc2C/C=C/CC2(CCN(C(=O)CCCn3cccn3)CC2)CN1 | -6 | -3 | -16 | -11 | -23 | -71 | -16 | -1
COc1ccccc1N1CCN(C(=O)CCc2nc(-c3ccc(Cl)cc3)no2)CC1 | -4 | -6 | -4 | 0 | -7 | -5 | -10 | 1
Nc1nc(N2CCC3(CC2)OCCO3)ncc1C(=O)Nc1ccccc1 | -2 | -2 | -4 | 1 | -3 | -2 | 0 | -2
O=C(c1cc2c(s1)CN(C1CC1)C2)N1CCN(c2ccccn2)CC1 | -62 | 10 | 40* | 3 | -3 | 5 | 2 | -1
Cn1c(SCc2ccccc2Cl)nnc1-c1csc(-c2cccnc2)n1 | -2 | -124 | -3 | 0 | 12 | 16 | 7 | 3
Cc1cc(N2CCOCC2)nc2ccc(NC(=O)CCC(=O)NCCc3ccc(Cl)cc3)cc12 | 3 | 5 | 6 | 0 | 10 | 17 | 5 | 1
CC(=O)Nc1ccc(S(=O)(=O)Nc2cncc(C(=O)N3CCN(c4ccc(F)cc4)CC3)c2)cc1 | 12 | 16 | / | 8 | 13 | 21 | 10 | 4
O=C(C1CC1)N1CCC(c2ncncc2-c2ccncc2)CC1 | 0 | -3 | -7 | 4 | -3 | -14 | -13 | -4
Cc1ccc(CNC(=O)c2ccccc2OCc2ccc(Cl)cc2)cc1 | 7 | 11 | 11 | 10 | 12 | 24 | 17 | 1
CSCCC(NS(=O)(=O)c1cccs1)C(=O)NCc1ccccc1Cl (stereo not drawn) | -6 | -11 | -23 | -1 | -17 | -9 | -12 | -2
Cc1ccc(C)c(N2CCN(C(=O)CCc3c(C)c4c(C)nn(-c5ccccc5)c4n(C)c3=O)CC2)c1 | 3 | 23 | 7 | 2 | 7 | 16 | 15 | 2
CCC(C(=O)Nc1ncc2c(n1)CC(c1ccc(OC)cc1)CC2=O)c1ccccc1 (stereo not drawn) | -4 | 4 | 7 | -6 | 5 | 13 | 5 | 1
Cc1nc2sc(C(c3cccc(F)c3)N3CCC4(CC3)OCCO4)c(O)n2n1 (stereo not drawn) | -4 | 7 | / | -1 | 0 | 0 | 5 | -4
COc1ccccc1CNC(=O)C1CN(S(C)(=O)=O)c2cc(C)ccc2O1 (stereo not drawn) | 0 | -4 | -3 | 0 | 0 | -1 | -6 | -3
CNc1nc(C2CCCCN2S(=O)(=O)c2ccc(F)cc2)nc2c1CN(C(C)=O)CC2 (stereo not drawn) | -5 | 0 | -9 | 0 | -4 | 9 | -9 | -4
CN(C)c1cccc(C2CN(C(=O)c3noc4c3CCCC4)CCO2)n1 (stereo not drawn) | -4 | 0 | 2 | 2 | 1 | -3 | 0 | -1
